BoNT A protease – BoNT A light chain protease inhibition; multiplex microsphere protease substrate cleavage, flow cytometry; inhibition, % at 10 µM; 360,000 compounds, 0.17% hits; further: plate controls were buffer without enzyme for full effect and enzyme alone for no effect
SARS 3CLpro inh – SARS-CoV 3CLpro protease inhibition; P0C6X7; recombinant SARS-CoV 3CLpro, quenched FRET peptide cleavage; inhibition, % at 6 µM; 290,000 compounds, 0.14% hits; in the data active means inhibition above about 12%
Anthrax LF inh2 – blocks Bacillus anthracis lethal factor protease. P15917. multiplex microsphere protease cleavage assay, LF. inhibition, % at 10 µM. 360,000 compounds, 0.12% hits. AID 588501; further: plate controls were buffer without enzyme for full effect and enzyme alone for no effect
Target sequence (P15917 whole entry, looked up): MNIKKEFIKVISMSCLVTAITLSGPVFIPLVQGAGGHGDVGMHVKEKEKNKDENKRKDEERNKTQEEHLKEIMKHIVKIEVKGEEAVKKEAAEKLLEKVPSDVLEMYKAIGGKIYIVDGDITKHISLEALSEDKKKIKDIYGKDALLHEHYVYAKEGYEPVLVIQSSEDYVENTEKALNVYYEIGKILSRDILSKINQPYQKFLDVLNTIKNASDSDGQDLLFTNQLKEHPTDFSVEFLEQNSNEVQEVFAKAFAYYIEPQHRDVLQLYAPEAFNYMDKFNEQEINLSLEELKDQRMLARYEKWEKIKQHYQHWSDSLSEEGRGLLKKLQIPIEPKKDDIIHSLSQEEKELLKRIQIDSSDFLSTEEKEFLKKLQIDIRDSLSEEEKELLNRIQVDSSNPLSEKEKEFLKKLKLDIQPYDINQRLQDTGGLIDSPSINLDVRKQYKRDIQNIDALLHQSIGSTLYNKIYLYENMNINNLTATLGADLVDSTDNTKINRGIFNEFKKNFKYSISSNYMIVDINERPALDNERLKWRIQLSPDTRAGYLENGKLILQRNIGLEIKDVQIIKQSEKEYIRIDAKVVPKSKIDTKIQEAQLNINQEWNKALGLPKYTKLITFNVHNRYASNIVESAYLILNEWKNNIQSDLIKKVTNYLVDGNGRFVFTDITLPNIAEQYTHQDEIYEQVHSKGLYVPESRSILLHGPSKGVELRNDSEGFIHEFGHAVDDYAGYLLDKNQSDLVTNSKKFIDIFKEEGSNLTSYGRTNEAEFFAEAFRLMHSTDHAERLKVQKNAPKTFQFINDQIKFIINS
BH1578 lux ind – induces V. cholerae light production without autoinducers. V. cholerae BH1578 lux reporter, luminescence, 6 h. activation, % at 18.7 µM. 350,000 compounds, 0.16% hits. AID 588436; in the data active means activation mostly above about 9.7%, no sharp cut-off; inconclusive means no clear call, values can overlap the other calls; inactive means mostly below about 3.7%; further: not every result past the cut was called active; inactives centre near 0; reference of the scale not given here
Yp Topo-I inh – blocks Yersinia pestis topoisomerase I activity. activity, % at 10 µM. 360,000 compounds, 0.064% hits. Y. pestis Topo-I cleavage product accumulation, plate reader; in the data active means activity above about 50%, passing the limit was not always enough; inconclusive means no clear call, values can overlap the other calls; further: inactives centre near 2
SSB-PriA inh – K. pneumoniae PriA-SSBct interaction inhibition | AlphaScreen SSBct-PriA binding, biotinylated peptide | inhibition, % at 33 µM | 430,000 compounds, 0.6% hits; in the data active means inhibition mostly above about 37%, no sharp cut-off; inactive means mostly below about 20%;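 further: plate controls were negative control peptide for no effect and reference peptide for full effect; strong numbers were not always called active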
PrPC TRFRET – inhibitors of human cell surface prion protein PrPC | TR-FRET read-out | 370,000 compounds, 0.43% hits | inhibition, % at 13.8 µM; in the data active means inhibition above about 24%; further: 0% = median of the test wells and 100% = reference compound wells
PfHsp40 rescue – restores yeast growth despite PfHsp40 toxicity; S. cerevisiae expressing PfHsp40, growth rescue, ATP luminescence; 340,000 compounds, 0.68% hits; growth rescue, % at 12.5 µM; in the data active means growth rescue above about 28%, passing the limit was not always enough; inconclusive means no clear call, values can overlap the other calls;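 further: yeast W303a lacking pdr1 and pdr3 grown in galactose medium; growth measured after three days at 30 °C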
TcdB GH inh – blocks C. difficile toxin B glycohydrolase activity; P18177; TcdB glycohydrolase enzymatic assay, plate reader; inhibition, % at 9.99 µM; 350,000 compounds, 0.24% hits; AID 652162; in the data active means inhibition above about 10%
* = called active by the depositor; i = inactive; u = inconclusive; x = not tested or not shown; & = joins results of further samples. Unless noted, no stated cut-off is given here; in the data, active means inhibition above about 30%; inconclusive means no clear call, values can overlap the other calls; inactive means below that. Some of the compounds tested; count on the stated rates, not on these rows.

SMILES	BoNT A protease	SARS 3CLpro inh	Anthrax LF inh2	BH1578 lux ind	Yp Topo-I inh	SSB-PriA inh	PrPC TRFRET	PfHsp40 rescue	TcdB GH inh
COc1ccc(CNC(=O)[C@@H]2CC=C[C@@H]3CCN(Cc4ccc(Cl)c(Cl)c4)C(=O)[C@@H]32)cc1	0.1	x	2	i	24	-6	-5	3.1	0.4
Cc1cccc(N(C)c2ccc3cc(S(=O)(=O)N4CCCC4)ccc3n2)c1	1.6	-1	-2	i	6	-22	4	-0.6	0.7
CC(C)C(c1nnnn1C1CCCC1)N1CCN(C(=O)c2ccco2)CC1 (stereo not given)	3.2	3	3	i	-7	0	11	-0.7	-0.5
O=C(/C=C\Nc1cccc(F)c1)c1cccs1	2.2	2	2	2.8	-1	-39	3	-0.3	x
COc1ccc2c(c1)OC[C@H]1[C@H]2N2C(=O)c3cc(Br)ccc3NC(=O)[C@@]2(C)[C@H]1c1ccccc1	0.0	x	2	i	13	-2	x	333*	x
CCCCN(CCCC)CCNC(=O)c1cn(C)c2ccc(S(=O)(=O)N3CCCC3)cc2c1=O	-0.5	7	-4	i	-1	-8	-6	-0.4	0.4
Fc1ccc(-n2cc(-c3ccccc3)c3c(NN4CCOCC4)ncnc32)cc1	-1.0	7	0	-0.2	41	9	-3	0.5	-2.6
CCOC(=O)C[C@H]1c2ccc(C(F)(F)F)cc2S(=O)(=O)N1c1ccccc1	-0.5	x	0	i	-2	-13	3	-0.1	1.5
O=C(CSc1ncn[nH]1)N/N=C/c1ccc(Br)cc1	2.5	0	2	i	-9	x	-2	0.5	0.5
COc1ccc(C(C#N)Nc2ccc(C)cc2)cc1 (stereo not given)	-0.2	-2	-7	-0.4	-7	-1	-2	0.7	x
Cc1ccc(C(=O)CNc2ccc(C)cc2C)cc1	-1.2	1	16	-0.7	13	6	12	-1.5	-5.6
CCn1c(SCCC(=O)O)nnc1-c1cccnc1	-0.4	2	1	-0.2	-1	-3	-2	0.5	x
O=c1c2ccccc2c(/C=N/c2ncn[nH]2)c(O)n1Cc1ccccc1	0.3&-4.4	3	-3&-9	0.1	-17&-24	x	0&-7	0.7&0.3	1.2
CCc1cccc(C)c1NC(=O)COC(=O)Cc1ccccc1	-0.4	x	-1	i	2	x	-3	x	0.7
CCc1ccc2[nH]c(O)c(N=Nc3nc(-c4ccccc4)cs3)c2c1	-0.2	-1	-7	-0.9	-4	2	-4	0.7	x
CC1=C(C(=O)N2CCOCC2)C(c2cccc(C)c2)NC(=S)N1 (stereo not given)	1.7	-2	-1	-0.5	-6	-11	5	-0.9	1.8
CCOCCCN(CCC#N)S(=O)(=O)c1ccc(S(=O)(=O)N2CCCC2)cc1	0.0	-1	-1	i	-8	-7	13	-1.2	x
O=C(c1ccccc1[N+](=O)[O-])N1CCN(c2ccc(N3CCOCC3)nn2)CC1	-4.4	x	2	i	-9	-15	-20	0.3	0.0
CCOC(=O)c1nnn(-c2nonc2N)c1CN(CC)c1ccccc1	-0.3	2	-4	-0.7	-2	-8	-3	-1.2	x
CCOC(=O)Cc1csc(NC(=O)c2c(C)noc2C)n1	0.7	1	2	1.2	-1	-18	1	-1.1	-0.3
Cc1cccc(C)c1OCC(=O)N(Cc1cccs1)C1CCS(=O)(=O)C1 (stereo not given)	x	0	x	0.9	1	2	-14	-0.5	-0.2
O=C(CCCCCN1C(=O)c2ccccc2C1=O)NCc1ccco1	0.4	3	-4	0.6	9	-9	-4	0.3	x
COc1ccc(Nc2nc(N3CCOCC3)nc(N3CCOCC3)n2)cc1Cl	-1.9	2	-20	i	4	4	-7	-0.6	3.5
OC(CN1CCN(c2ccc(F)cc2)CC1)c1ccc(Cl)cc1 (stereo not given)	-2.5	-4	8	i	3	-6	4	-1.1	-0.9
COc1cc(CNCCO)ccc1OC1CCCC1	2.0	-7	1	i	-6	-8	-1	-2.8	x

(continued)
SMILES	BoNT A protease	SARS 3CLpro inh	Anthrax LF inh2	BH1578 lux ind	Yp Topo-I inh	SSB-PriA inh	PrPC TRFRET	PfHsp40 rescue	TcdB GH inh
O=C(O)CC(=O)Nc1ccc(Oc2ccc(C(F)(F)F)cn2)c(Cl)c1	-1.2	1	3	-0.3	u	-2	4	-0.3	0.6
O=C(Nc1cccc(O)c1)N1CCOCC1	-0.3	1	-1	i	6	-4	1	-0.6	x
CC(C)(C)c1cc(C(=O)N2CCc3ccccc32)ccn1	-0.2	-3	-2	2.2	5	-4	1	-1.6	x
CN1CCN(c2ccc([N+](=O)[O-])cc2C(=O)c2ccc(Cl)cc2)CC1	1.9	1	2	4.5	-8	-9	-13	-1.1	x
CCOC(=O)C1CCN(C(=O)C2CCN(S(=O)(=O)CC)CC2)CC1	-0.2	0	-4	4.6	-3	0	6	-0.4	1.4
Cc1ccc(S(=O)(=O)N2CCOCC2)cc1NC(=O)CNCc1ccc(Cl)cc1Cl	-1.6	x	-1	i	14	-5	10	-0.6	0.3
Cc1ccc(C)c(N2CCN(C(=O)CN3C(=O)c4ccccc4C3=O)CC2)c1	-0.3	3	0	-0.1	-4	-4	-9	-0.2	x
Cn1c(=O)n(CC(=O)N2CCC3(CC2)OCCO3)c(=O)c2ccccc21	0.5	2	1	i	-7	4	-3	-1.1	x
Cc1nonc1C(=O)N/N=C/c1ccc(O)cc1	-0.4	2	0	-0.2	1	x	0	-0.1	5.9
Nc1nc(-c2cc(-c3ccccc3)no2)cs1	1.4	-4	-1	i	-7	-4	-3	-0.3	-0.3
Nc1cc(N)nc(SCc2cccnc2)n1	0.4	4	-2	3.4	1	-6	4	0.5	x
Cc1ccsc1/C=N/N=C1\C(=O)Nc2ccccc21	-0.3	0	1	-0.4	5	x	-7	0.7	x
COc1ccccc1CNC(=O)C(=O)NCC1OCCCN1S(=O)(=O)c1ccc(F)cc1C (stereo not given)	-3.4	3	-3	0.8	18	-9	-4	0.6	-2.0
O=C(Nc1ccc2oc(=O)ccc2c1)c1cc2ccccc2o1	-0.1	0	-3	i	10	-19	0	1.4	x
COc1ccc(N2CSC3=C(C#N)C(c4cc(OC)c(OC)cc4OC)CC(=O)N3C2)c(OC)c1 (stereo not given)	0.9	-2	-3	-0.2	-7	-1	10	-0.7	-7.0
C[C@@H](NC(=O)c1nc[nH]c1C(=O)NCC(=O)OCc1ccccc1)c1ccccc1	-0.2	3	-5	-0.4	30	-5	-5	0.7	0.3
O=C(NC1CCCC1)c1cc(-c2ccccc2)nc2ccccc12	-7.6	-3	2	-0.6	6	-12	6	-0.8	-0.1
Cc1ccc(Nc2nc3ccccc3o2)cc1F	-0.7	7	-4	-0.4	-7	-7	9	0.2	x
Cc1ccc(-c2nc(C#N)c(N3CCC(C)CC3)o2)cc1	-3.5	2	-6	i	15	33	5	6.4	-0.2
Nc1cc(=O)nc(SCC(=O)N(C2CCCCC2)C2CCCCC2)n1-c1ccccc1	u	1	1	-0.2	-3	12	7	-0.3	-2.1
CCCCN1C(=O)CC(Nc2ccc(CC)cc2)C1=O (stereo not given)	0.1	3	-4	i	3	-14	-3	-0.1	-0.3
CCOCc1nnc(NC(=O)c2cc(OC)cc(OC)c2)s1	-0.8	7	-4	0.9	-15	-13	0	-0.7	0.1
Cc1nc(C)n(CC(O)COc2ccc3c(c2)CCC3)n1 (stereo not given)	-1.0	-2	-3	10	-6	-11&0	-3	-0.4	-0.1
O=C(CSc1nnc(-c2cccs2)n1-c1ccccc1)NCC1CCCO1 (stereo not given)	0.9	-1	3	i	-2	-18	-3	-1.2	x
CCc1ccccc1NC(=O)NNC(=O)c1ccc2ccccc2c1O	0.2	7	1	0.2	-7	-15	1	11	0.8

The final 3 compounds of the section above lead into the next:
SMILES	BoNT A protease	SARS 3CLpro inh	Anthrax LF inh2	BH1578 lux ind	Yp Topo-I inh	SSB-PriA inh	PrPC TRFRET	PfHsp40 rescue	TcdB GH inh
Cc1nc(C)n(CC(O)COc2ccc3c(c2)CCC3)n1 (stereo not given)	-1.0	-2	-3	10	-6	-11&0	-3	-0.4	-0.1
O=C(CSc1nnc(-c2cccs2)n1-c1ccccc1)NCC1CCCO1 (stereo not given)	0.9	-1	3	i	-2	-18	-3	-1.2	x
CCc1ccccc1NC(=O)NNC(=O)c1ccc2ccccc2c1O	0.2	7	1	0.2	-7	-15	1	11	0.8
O=C(Nc1ccccc1N1CCOCC1)c1cccc(Oc2ccccc2)c1	-2.4	0	-16	-0.2	34	-11	1	0.3	1.6
C=CCc1ccc(OCCCOc2ccc(C(=O)O)cc2)c(OC)c1	-0.8	3	5	-0.8	10	-8	0	-0.3	0.0
Cc1c(C(=O)c2ccccc2)c2ccccn2c1CCC#N	x	0	x	-0.2	-3	-9	-4	1.3	2.1
O=C(O)c1cc(-c2ccncc2)nc2ccc(S(=O)(=O)N3CCOCC3)cc12	1.7	-10	-1	i	-1	-9	-10	-1.3	x
CN(C)CCCN1C(=O)C(=O)/C(=C(/O)c2ccncc2)C1c1cccc(Br)c1 (stereo not given)	-0.3	-3	-8	0.3	1	x	-11	3.2	x
COc1ccc(NC(=O)N(CCN2CCCC2)Cc2cc3cc(OC)c(OC)cc3[nH]c2=O)cc1	5.0	3	3	5.0	10	-2	-7	-0.7	x
Cc1nn(-c2ccccc2)c(C)c1NC(=O)COC(=O)c1ccc(NC(=O)CC#N)cc1	1.6	6	-3	i	17	-7	-1	0.3	1.4
N#Cc1ccccc1NC(=S)NC(=O)C1CCC1	2.0	-2	-2	-0.2	2	4	-6	-0.3	-0.3
CSc1cccc(NC(=O)c2ccco2)c1	-0.4	-2	-4	x	-3	-10	1	0.1	0.2
COc1ccccc1Nc1nc(-c2cccc(N3C(=O)c4ccccc4C3=O)c2)cs1	0.2	-4	2	-0.2	-4	-8	-1	-1.6	x
CCOC(=O)[C@]12CCC=C1N(Cc1ccc3c(c1)OCO3)C(=O)[C@H](CC(=O)NCc1ccccc1)C2	0.5	x	-4	x	x	x	10	x	-1.0
O=C(COc1ccc(S(=O)(=O)NCc2ccccc2)cc1Cl)NCC1CCCO1 (stereo not given)	0.4	1	4	i	17	-4	-6	0.0	2.0
CCOc1cc(/C=N/O)ccc1OCc1ccc(F)cc1	-0.3	2	-2	-0.3	10	x	-7	0.6	2.6
CSc1ccc(CN(C)C(=O)c2cccc(S(=O)(=O)N3CCN(Cc4ccccc4)CC3)c2)cc1	6.0	x	9	-0.9	21	7	8	0.4	-1.5
CCS(=O)(=O)n1nc(-c2ccc(Cl)cc2)nc1SC	-0.7	1	-4	i	-3	-18	-8	0.1	x

Grouped by structure: the entries above containing fluorine
SMILES	BoNT A protease	SARS 3CLpro inh	Anthrax LF inh2	BH1578 lux ind	Yp Topo-I inh	SSB-PriA inh	PrPC TRFRET	PfHsp40 rescue	TcdB GH inh
O=C(/C=C\Nc1cccc(F)c1)c1cccs1	2.2	2	2	2.8	-1	-39	3	-0.3	x
Fc1ccc(-n2cc(-c3ccccc3)c3c(NN4CCOCC4)ncnc32)cc1	-1.0	7	0	-0.2	41	9	-3	0.5	-2.6
CCOC(=O)C[C@H]1c2ccc(C(F)(F)F)cc2S(=O)(=O)N1c1ccccc1	-0.5	x	0	i	-2	-13	3	-0.1	1.5
OC(CN1CCN(c2ccc(F)cc2)CC1)c1ccc(Cl)cc1 (stereo not given)	-2.5	-4	8	i	3	-6	4	-1.1	-0.9
O=C(O)CC(=O)Nc1ccc(Oc2ccc(C(F)(F)F)cn2)c(Cl)c1	-1.2	1	3	-0.3	u	-2	4	-0.3	0.6
COc1ccccc1CNC(=O)C(=O)NCC1OCCCN1S(=O)(=O)c1ccc(F)cc1C (stereo not given)	-3.4	3	-3	0.8	18	-9	-4	0.6	-2.0
Cc1ccc(Nc2nc3ccccc3o2)cc1F	-0.7	7	-4	-0.4	-7	-7	9	0.2	x
CCOc1cc(/C=N/O)ccc1OCc1ccc(F)cc1	-0.3	2	-2	-0.3	10	x	-7	0.6	2.6

Screening data (PubChem BioAssay)
